Compound activity deposited in PubChem by National Center for Advancing Translational Sciences (NCATS).
HT1080 IDH1KD tx: toxicity to HT-1080 IDH1 knockdown cells (counter line) | HT-1080 IDH1 knockdown viability, ATP luminescence, 48 h | Potency, µM (titrated, usually from 46.1 µM), without a hit: at the highest dose activity, negative = toxicity, usual class: cytotoxic | 2% of 360,000 active;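 also: potency is read from the fitted curve at half-maximal effect; 0% = DMSO wells and -100% = cell-free medium wells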
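CellTiter-Glo luminescence after 48 h compound exposure at 37 degrees C of IDH1-knockdown HT-1080 cells in 5% FBS RPMI. %Activity scaled between DMSO wells and cell-free media wells, with curves fitted and assigned curve classes.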
DRD3 antagonist: D3 dopamine receptor (human) antagonism; 2.5% of 360,000 active; max response, negative = inhibition, %; P35462; AID 652054; D3R cells, DiscoveRx beta-arrestin luminescence, antagonist mode; hits give low values; in the data active = max response below about -50%; inconclusive = no clear call, values can overlap the other calls; also: % is scaled to controls: 0 for no effect and ±100 for the full control effect; mostly tested at two doses, the higher about 12 µM
Target sequence (P35462 whole entry, looked up): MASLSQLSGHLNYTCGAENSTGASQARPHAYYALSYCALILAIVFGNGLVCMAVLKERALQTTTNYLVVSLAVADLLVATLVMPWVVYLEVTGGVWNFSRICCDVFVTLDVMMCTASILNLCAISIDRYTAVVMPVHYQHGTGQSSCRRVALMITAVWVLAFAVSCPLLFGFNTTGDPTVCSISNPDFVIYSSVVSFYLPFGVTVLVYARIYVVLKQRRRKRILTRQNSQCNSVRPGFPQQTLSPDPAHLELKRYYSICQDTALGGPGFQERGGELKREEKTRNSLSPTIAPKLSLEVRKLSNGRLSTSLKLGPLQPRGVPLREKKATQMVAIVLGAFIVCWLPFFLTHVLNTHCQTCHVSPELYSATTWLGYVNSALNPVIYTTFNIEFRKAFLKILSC
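Cells expressing the human receptor were seeded at 1500 cells/well, incubated overnight at 37 degrees C in 5% CO2, then exposed to library compounds with dopamine controls for 90 minutes at 37 degrees C before luminescent detection.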
IL-1B inflam inh: inflammasome signaling inhibition, IL-1 beta readout. THP-1 LPS/ATP IL-1B secretion, AlphaLISA, 16 h; hits give low values. 4.7% of 360,000 active. activity change, % at 57.5 µM; in the data active = activity change below about -50%; inconclusive = mostly about -30% to -49%; also: % is scaled to controls: 0 for no effect and ±100 for the full control effect
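Secreted IL-1B measured by AlphaLISA bead assay after 16 h compound exposure of THP-1 cells; compounds (final up to 57.5 uM) added 1 h before LPS (250 ng/mL) and ATP (1.25 mM) stimulation; lower signal means less secretion.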
D3 ag: D3 dopamine receptor (human) agonism; P35462; D3R DiscoveRx beta-arrestin cells, luminescence, 90 min; max activation, %; 0.58% of 410,000 active; in the data active = max activation above about 30%; also: 0% is about no effect; mostly tested at two doses, the higher about 12 µM
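Agonist mode: compounds and dopamine controls were applied to plated cells for 90 min at 37 degrees C after an overnight attachment at 1500 cells/well. Luminescent read-out followed 30 - 60 minutes at room temperature with DiscoveRx detection reagent.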
GLP1R ag: activates the human GLP-1 receptor; P43220; HEK293 GLP-1R CRE-luciferase, luminescence, 4-6 h; cells express a hypersensitive GLP-1R form; Potency, µM (highest dose often 45.6 µM), for the others: top-dose activation, actives largely listed as activators; 0.007% of 380,000 active; also: potency is read from the fitted curve at half-maximal effect; % of control where 0% means no effect
Target sequence (P43220 whole entry, looked up): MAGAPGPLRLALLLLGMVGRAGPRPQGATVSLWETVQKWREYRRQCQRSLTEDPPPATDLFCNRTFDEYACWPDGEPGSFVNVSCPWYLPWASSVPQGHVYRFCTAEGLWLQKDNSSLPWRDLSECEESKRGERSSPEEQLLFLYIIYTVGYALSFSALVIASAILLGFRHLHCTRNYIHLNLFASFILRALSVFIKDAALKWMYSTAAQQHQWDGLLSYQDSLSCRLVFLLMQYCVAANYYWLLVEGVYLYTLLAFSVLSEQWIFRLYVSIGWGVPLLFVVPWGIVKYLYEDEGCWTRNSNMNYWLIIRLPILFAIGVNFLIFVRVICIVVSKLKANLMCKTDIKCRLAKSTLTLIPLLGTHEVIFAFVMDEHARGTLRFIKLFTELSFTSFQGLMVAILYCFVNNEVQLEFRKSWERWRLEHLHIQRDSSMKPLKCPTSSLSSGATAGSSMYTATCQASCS
KB-V1 MDR tox: kills drug-selected multidrug resistant KB-V1 cells; KB-V1 MDR cells viability, CellTiter-Glo, 72 h; Potency, µM (series often up to 46.1 µM), inactives show top-dose activity change, negative = cytotoxicity, actives largely listed as cytotoxic; 3.4% of 400,000 active; AID 1347076; also: potency is read from the fitted curve at half-maximal effect; % is scaled to controls: 0 for no effect and ±100 for the full control effect; nearly all actives have a fitted effect of over 60% in size
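Potencies derive from concentration-effect curves fitted to normalized luminescence (CellTiter-Glo) of KB-V1 cells treated for 72 h at 37 degrees C in phenol-red-free DMEM containing 10% FBS.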
HT1080NT lethal: kills 2HG-producing HT-1080-NT fibrosarcoma cells; Potency, µM (highest dose often 46.1 µM), inactives show at the top dose activity, negative = less viability, most hits filed as cytotoxic; HT-1080-NT fibrosarcoma viability, CellTiter-Glo ATP luminescence, 48 h; 1.6% of 360,000 active;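 also: NT is the 2HG producing partner of a matched IDH1 knockdown line; potency is read from the fitted curve at half-maximal effect; 0% = DMSO-treated cells and -100% = media-only wells without cells; nearly all actives have a fitted effect of over 55% in size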
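HT-1080-NT fibrosarcoma cells (2HG-overproducing), 750 cells/well in RPMI with 5% FBS, dosed after 2 h and incubated 48 h at 37C. CellTiter-Glo luminescence normalized to DMSO and no-cell wells; concentration-response curves fitted and classed.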
SW480 rerep: induces DNA re-replication in SW480 colon adenocarcinoma cells; Potency, µM (series often up to 46.1 µM), for inactives: at the highest dose re-replication activation, actives largely listed as activators; AID 624297; SW480 DNA re-replication, Hoechst DNA content imaging, 48 h; 1.8% of 340,000 active; also: potency is read from the fitted curve at half-maximal effect; % of control where 0% means no effect; nearly all actives have a fitted effect of over 55% in size
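Hoechst fluorescence of nuclei (405 nm excitation, 500-530 nm emission) measured by plate-scanning imager after 48 hr compound exposure at 37 C; re-replication scored as increased number of nuclei with elevated intensity.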
KB-3-1 cytotox: kills parental KB-3-1 adenocarcinoma cells; 1.4% of 400,000 active; Potency, µM (series often up to 46.1 µM), without a hit: top-dose activity change, negative = cytotoxic, hits mostly cytotoxic; KB-3-1 viability, CellTiter-Glo ATP luminescence, 72 h; AID 1347075; also: potency is read from the fitted curve at half-maximal effect; % is scaled to controls: 0 for no effect and ±100 for the full control effect; nearly all actives have a fitted effect of over 60% in size
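Multi-concentration cytotoxicity screen in KB-3-1 cells grown in DMEM lacking phenol red with 10% FBS. After 72 h at 37 °C with compound, ATP-dependent luminescence was recorded.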
* marks the source's active call; other numbers are inactive results; u = inconclusive; x = not tested or not shown; [ ] = dose if it differs, or a comment. Unless noted, calls follow the shape of the dose curve; as a rule, active = well fitted curve in the direction sought with a large enough effect; inconclusive = small, poorly fitted or top-dose-only effect, or another doubt; inactive = no such curve, though single readings can be large; an effect the other way counts as inactive or inconclusive.

No.	molecule	IL-1B inflam inh	HT1080 IDH1KD tx	HT1080NT lethal	KB-3-1 cytotox	GLP1R ag	KB-V1 MDR tox	DRD3 antagonist	SW480 rerep	D3 ag
1	Cn1c(C(=O)O)ccc1S(=O)(=O)N(Cc1ccccc1)Cc1ccccc1	-4.4	-0.1%	3.9%	-0.4%	-3.1%	9.2%	-2.3	-8.7%	-5.4
2	CC(OC(=O)Cc1c[nH]c2ccccc12)C(=O)c1ccccc1 (stereo not drawn)	14.0	0.4%	1.3%	-20.2%	2.7%	-0.5%	-5.1	-6.0%	-4.2
3	O=C(C[C@H]1C[C@@H]2c3cc(NC(=O)Nc4ccccc4)ccc3O[C@@H]2[C@@H](CO)O1)NCC1CC1	12.0	u	-5.5%	2.5%	-5.4%	11.5%	21.5	x	-7.2
4	Cc1ccc(C(=O)Nc2cccc(-c3cnc4ccccc4n3)c2)cc1	-10.5	20.0%	-6.3%	6.1%	1.1%	-19.6%	12.0	-3.0%	-6.9
5	COc1ccc(NC(=O)Nc2ccc(F)c(F)c2)c(OC)c1	x	13.8%	-13.1%	5.1%	7.3%	-14.4%	-3.1	-56.8%[inhibitor]	-4.1
6	O=C(NCc1ccco1)c1ccc(C(=O)NCc2ccco2)cc1	-4.7	-0.8%	7.1%	10.2%	-3.1%	-16.9%	-4.6	-3.0%	6.4
7	CCOC(=O)C1=C(C)OC(=CC=Cc2ccccc2)C1=O	21.8	-1.4%	-1.5%	-7.6%	-5.8%	-12.5%	4.7	x	0.7
8	Cc1nn(Cc2c(Cl)cccc2Cl)c(C)c1N	14.5	6.7%	9.3%	2.0%	-8.3%	2.1%	-13.4	-12.8%	-3.8
9	CCCCNC(=O)C(NC(=O)Cc1cc(C(F)(F)F)cc(C(F)(F)F)c1)C(=O)c1ccccc1 (stereo not drawn)	-7.7	8.9%	1.5%	-12.2%	x	-29.8%	6.7	x	-3.3
10	Cc1ccc(Cn2cccc2C2=NC(C)(C)CO2)cc1	x	x	x	0.0%	0.7%	u	x	x	6.4
11	CSc1cccc(NC(=O)C2CCCN2S(=O)(=O)c2ccc(Br)s2)c1 (stereo not drawn)	0.0	u	u	-20.5%	2.9%	-20.8%	u	2.2%	-16.8
12	Cn1nc(C(F)(F)F)c(-c2ccc(Br)cc2)c1NC(=O)CSCC(=O)O	-7.3	-3.2%	-10.8%	-3.9%	-1.6%	-14.9%	-24.0	12.8%	-8.7
13	C=CCc1cc(C(=O)N2CCCCC2)ccc1O	-2.1	-2.3%	-0.2%	u	-18.2%	20.6µM*	-12.1	0.8%	-2.5
14	Cc1ccccc1OCCn1ccnc1	-3.1	0.5%	-5.2%	18.2%	0.3%	16.5%	-18.9	22.4%	-1.1
15	CCOc1ccc(N(CC(=O)NC2CCCCC2)S(=O)(=O)c2ccc(C)cc2)cc1	13.8	14.9%	12.8%	-0.6%	2.3%	-0.9%	-3.0	6.6%	-2.0
16	COc1cc(CN2CCN(c3cccc(C)c3C)CC2)cc(OC)c1O	-3.9	0.2%	-11.5%	0.6%	20.4%	18.4µM*	u	-5.7%	-38.1
17	Cc1ccc(C(=O)Cn2cccn2)cc1	-14.3	16.2%	14.8%	11.3%	5.1%	2.6%	8.9	-15.2%	-4.6
18	O=C(OCC(F)(F)C(F)F)c1ccccc1C(=O)Oc1ccc(F)cc1F	6.0	-4.0%	15.6%	7.1%	0.7%	5.8%	-13.4	-21.3%	-12.1
19	O=C(CNC(=O)c1ccccc1F)OCn1nnc2ccccc2c1=O	0.1	5.6%	2.7%	7.1%	6.4%	1.2%	0.6	-11.9%	0.1
20	CCCn1c(SCC(=O)NC(C)C23CC4CC(CC(C4)C2)C3)n[nH]c1=O (stereo not drawn)	19.2	-0.4%[9.24 µM]	-3.2%	-8.4%	0.2%	u	7.3	-0.5%	-7.1
21	COc1ccc(-n2c(SCC(=O)Nc3ccccc3OC)nc(O)c(Cc3ccccc3)c2=O)cc1	21.9	-9.0%	-9.8%	7.4%	3.0%	u	3.5	0.3%	4.5
22	CC(Sc1nc2cc(Cl)ccc2s1)C(=O)Nc1ccc2c(c1)OCO2 (stereo not drawn)	-8.7	-19.1%	2.7%	24.6%	13.5%	u	4.9	-1.5%	11.0
23	c1ccc(-c2c[n+]3c(n2-c2ccccc2)CCC3)cc1	0.0	u	20.6µM*	u	-4.0%	20.3%	-9.5	2.4%	-16.6
24	CCCc1nc2c3ccccc3ccn2c1Cc1cccc(Cl)c1	33.3	u	25.9µM*	-0.3%	3.8%	-4.7%	0.8	x	-0.3
25	CN(C(=O)c1cccs1)c1ccccc1C(=O)O	10.9	-0.6%	-4.8%	2.4%	1.8%	-2.6%	13.6	-4.2%	-2.5
26	CCNC(=O)C1CCCN(C(=O)c2ccc(OC)cc2OC)CC1 (stereo not drawn)	5.6	10.3%	23.4%	0.0%	6.0%	2.9%	u	x	-7.9
27	CN(C(=O)c1ccc(NC(=O)Cc2ccc(NC(=O)C3CCN(C(=O)C4CCCCC4)CC3)cc2)cc1)C1CC1	-61.4*	-18.4%	u	-3.2%	-3.4%	17.6%	2.9	-7.5%	3.9
28	COc1cc(OC)c(-c2sc(Nc3ccccc3)n[n+]2-c2ccc(F)cc2)cc1OC	11.4	0.1%	1.1%	1.9%	-1.9%	12.4%	0.8	-5.2%	-4.7
29	CCOC(=O)C(C)Oc1ccc2c(CC)cc(=O)oc2c1C (stereo not drawn)	-5.5	9.7%	13.2%	10.2%	10.8%	-26.9%	-14.8	-0.1%	0.2
30	COc1ccc(CC(NC(C)=O)C(=O)NC2CCN(S(=O)(=O)c3ccccc3)CC2)cc1OC (stereo not drawn)	-1.2	-4.8%	9.4%[9.24 µM]	1.6%	-7.7%	15.3%	6.0	-2.8%	0.2
31	Cc1cc(N2CCN(C3CCCC3)CC2)n2c(nc3ccccc32)c1C#N	23.1	0.1%	7.8%	2.0%	-12.1%	-14.8%	-14.5	9.2%	-2.7
32	Cc1c(NC(=O)OC(C)C)sc(=S)n1C	-2.8	4.2%	3.1%	0.5%	-0.8%	-3.7%	16.1	23.8%	-1.3
33	C/C(=N\OC(=O)c1ccc(C)cc1)c1c(C)nc2cc(C)ccn12	27.1	0.4%	2.5%	16.6%	3.5%	3.1%	-6.0	17.6%	-3.1
34	Cc1ccccc1S(=O)(=O)N1[C@@H](c2ccc(Cl)cc2)C(C(=O)O)=CC[C@H]1c1ccc(Cl)cc1	29.7	5.7%	1.3%	-14.3%	2.1%	-10.3%	-18.8	1.7%	-23.6
35	O=C(CSc1nc2c([nH]c3ccccc32)c(=O)n1-c1ccccc1F)NCC1CCCO1 (stereo not drawn)	u	-13.9%	-6.5%	-34.4%	2.2%	u	-77.6*	0.7%	-28.6
36	O=C(CCC(=O)Nc1ccccc1Cl)NNS(=O)(=O)c1ccc(Cl)cc1	0.0	6.9%	1.7%	-13.7%	-2.9%	-9.0%	14.1	1.2%	-1.1
37	CCOc1ccc(NC(=O)CSc2nc(=O)n(Cc3cccnc3)c3c2CCC3)cc1	-16.9	-2.0%	1.7%	19.5%	-0.9%	7.1%	3.0	-5.4%	-4.6
38	O=C(CC(O)CCc1ccccc1)c1ccc(O)cc1 (stereo not drawn)	-3.1	5.1%	2.8%	0.0%	2.5%	11.5%	2.4	-7.6%	10.8
39	CC(C)CC(=O)N1CCN(C(=O)c2ccc(-c3ccccc3)cc2)CC1	9.9	-8.5%	-0.7%	u	-0.7%	18.1%	-28.5	-5.3%	0.1
40	COc1cccc2c(O)cc(=O)n(C)c12	0.0	-1.0%	-1.3%	-7.7%	-0.2%	0.0%	-11.4	-9.4%	-7.0
41	CC(=O)c1cccc(N(C(=O)c2ccco2)C(C(=O)NC2CCCC2)c2ccccc2F)c1 (stereo not drawn)	-18.1	-11.4%	11.2%	-3.6%	9.5%	0.0%	19.9	8.4%	15.9
42	Cc1cc(C(F)(F)F)n2nc(-c3sccc3-n3cccc3)cc2n1	1.7	11.3%	4.6%	-3.5%	-0.6%	-18.1%	-9.2	-7.0%	-4.7
43	O=C(COC(=O)c1ccccc1NCCO)Nc1ccc(S(=O)(=O)NC2=NCCCCC2)cc1	35.0	-7.8%	-9.8%	2.3%	5.9%	-21.0%	-15.6	-6.3%	-1.6
44	Cn1cc(C(c2ccccn2)c2cn(C)c3ccccc23)c2ccccc21	0.0	u	u	0.0%	-10.4%	0.0%	u	-11.1%[9.22 µM]	6.6
45	O=C(CCc1nnc2n(Cc3ccc(Cl)cc3)c(=O)c3ccccc3n12)N1CCN(c2ccccn2)CC1	x	-0.2%	17.0%	-7.2%	0.4%	1.9%	17.8	1.4%	5.2
46	Cc1cccc(-c2nc3c(c(SCC(=O)N(C)C)n2)CCCC3)c1	0.0	16.2%	7.2%	-14.3%	5.0%	u	17.2	-32.5%	1.5
